# Screening data from PubChem BioAssay.
# GBA activity up = increases beta-glucosidase activity in Gaucher fibroblasts. L444P Gaucher fibroblasts, 4-MU-glucoside fluorescence, 3 days. P04062. activation, % at 10 µM. 30,000 compounds, 0.44% hits; in the data active = activation above about 65%;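 also: 0% = vehicle wells and 100% = positive control wells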
# Target sequence (P04062 whole entry L483P): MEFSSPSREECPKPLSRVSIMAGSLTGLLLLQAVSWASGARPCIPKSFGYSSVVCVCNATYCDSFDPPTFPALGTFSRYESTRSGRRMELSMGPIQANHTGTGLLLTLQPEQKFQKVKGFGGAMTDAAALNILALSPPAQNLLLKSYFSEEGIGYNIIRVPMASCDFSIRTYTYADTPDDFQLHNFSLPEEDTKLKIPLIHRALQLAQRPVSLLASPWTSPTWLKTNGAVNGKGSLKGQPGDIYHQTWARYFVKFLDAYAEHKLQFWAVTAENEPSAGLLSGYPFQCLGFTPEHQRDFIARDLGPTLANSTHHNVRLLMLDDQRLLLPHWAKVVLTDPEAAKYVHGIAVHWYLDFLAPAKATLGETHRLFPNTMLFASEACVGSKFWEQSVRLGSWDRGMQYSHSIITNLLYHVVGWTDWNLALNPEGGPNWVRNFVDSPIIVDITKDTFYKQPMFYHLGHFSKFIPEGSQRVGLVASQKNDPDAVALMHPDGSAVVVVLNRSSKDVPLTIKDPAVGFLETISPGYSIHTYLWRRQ
# Starred values were filed as active, the others as inactive.
# A first look:
SMILES,GBA activity up
COc1cccc(C2C(C#N)=C(N)OC3=C2C(=O)CCC3)c1OC(=O)c1ccco1 (stereo unspecified),-26
COc1ccc(CN2CC(C(=O)N3CCOCC3)CC2=O)cc1 (stereo unspecified),-63
CC(=O)N=c1sc2nc3ccccc3nc2n1N(C(C)=O)C(C)=O,-4
Cc1c(C)n(C(=O)CN2CCN(c3ccccn3)CC2)c2ccccc12,-22
COC(=O)c1ccc(Oc2nc(Nc3ccc(F)cc3)nc(N3CCCC3)n2)cc1,-7
Cc1nn2cc(-c3ccc(N)cc3)nc2s1,-11
COc1ccc(-c2csc(N3CCN(Cc4ccc5c(c4)OCO5)CC3)n2)cc1,-17
CCOC(=O)C1CCCN(C(=O)c2sc3nc(-c4ccc(OC)cc4)cn3c2C)C1 (stereo unspecified),-16
CC(=O)Nn1cc2c(c1-c1ccccc1)c(=O)n(C)c(=O)n2C,1
Cc1nn(Cc2ccc(Cl)c(Cl)c2)c(C)c1NC(=O)c1cc(-c2ccc3c(c2)OCO3)on1,20
Cc1ccc2nc(C3CCN(C(=O)c4ccco4)CC3)[nH]c2c1,2
Clc1ccccc1-c1nnc2sc(-c3ccccn3)nn12,10
CCOCC(=O)Nc1nc2ccc(OCC)cc2s1,2
CCOC(=O)N1CCN(c2cc(=O)n(Cc3ccc(F)cc3)c(=O)[nH]2)CC1,3
O=C(Nc1ccc2c(c1)OCO2)C1CCCN1C(=O)OCc1ccccc1 (stereo unspecified),12
COc1cccc(-c2nnn(CC(=O)Nc3ccc(C)cc3C)n2)c1OC,11
Nn1cc(-c2ccccc2)nc1SCC(=O)NC1CCS(=O)(=O)C1 (stereo unspecified),20
O=C(NCCCN1CCCC1=O)c1ccc2c(c1)OCO2,-33

# Results, repeating the preview:
SMILES,GBA activity up
COc1cccc(C2C(C#N)=C(N)OC3=C2C(=O)CCC3)c1OC(=O)c1ccco1 (stereo unspecified),-26
COc1ccc(CN2CC(C(=O)N3CCOCC3)CC2=O)cc1 (stereo unspecified),-63
CC(=O)N=c1sc2nc3ccccc3nc2n1N(C(C)=O)C(C)=O,-4
Cc1c(C)n(C(=O)CN2CCN(c3ccccn3)CC2)c2ccccc12,-22
COC(=O)c1ccc(Oc2nc(Nc3ccc(F)cc3)nc(N3CCCC3)n2)cc1,-7
Cc1nn2cc(-c3ccc(N)cc3)nc2s1,-11
COc1ccc(-c2csc(N3CCN(Cc4ccc5c(c4)OCO5)CC3)n2)cc1,-17
CCOC(=O)C1CCCN(C(=O)c2sc3nc(-c4ccc(OC)cc4)cn3c2C)C1 (stereo unspecified),-16
CC(=O)Nn1cc2c(c1-c1ccccc1)c(=O)n(C)c(=O)n2C,1
Cc1nn(Cc2ccc(Cl)c(Cl)c2)c(C)c1NC(=O)c1cc(-c2ccc3c(c2)OCO3)on1,20
Cc1ccc2nc(C3CCN(C(=O)c4ccco4)CC3)[nH]c2c1,2
Clc1ccccc1-c1nnc2sc(-c3ccccn3)nn12,10
CCOCC(=O)Nc1nc2ccc(OCC)cc2s1,2
CCOC(=O)N1CCN(c2cc(=O)n(Cc3ccc(F)cc3)c(=O)[nH]2)CC1,3
O=C(Nc1ccc2c(c1)OCO2)C1CCCN1C(=O)OCc1ccccc1 (stereo unspecified),12
COc1cccc(-c2nnn(CC(=O)Nc3ccc(C)cc3C)n2)c1OC,11
Nn1cc(-c2ccccc2)nc1SCC(=O)NC1CCS(=O)(=O)C1 (stereo unspecified),20
O=C(NCCCN1CCCC1=O)c1ccc2c(c1)OCO2,-33
Cc1cccc(-n2c(N)cc(=O)nc2SCC(=O)NC2CCCCC2)c1,3
Cc1ccccc1OCc1nc2ccccc2c(=O)n1/N=C/c1ccco1,-12
CCCCc1c(O)nc(SCC(=O)c2ccccc2)[nH]c1=O,5
O=C(CCN1C(=O)COc2ccccc21)N1CCN(c2ccccn2)CC1,-9
O=C(NCc1ccoc1)c1ccc(NC(=O)c2ccccc2Cl)cc1,24
Cc1c(NC(=O)COC(=O)C2CC3C=CC2C3)c(=O)n(-c2ccccc2)n1C (stereo unspecified),-15
COc1ccc(/C=N/O)cc1COc1ccc(NC(C)=O)cc1,0
CCOC(=O)N1CCN(C(=O)CN(c2ccc3c(c2)OCO3)S(C)(=O)=O)CC1,-6
CN(C(=O)c1cccc(C#N)c1)c1nnc(-c2ccccn2)s1,-2
Cc1ccc2c(c1)NCCO2,-1
O=CN1CCN(C2CC(=O)N(c3ccc4c(c3)OCO4)C2=O)CC1 (stereo unspecified),-21
O=C(NCc1ccc(F)cc1)C1CCCN(S(=O)(=O)c2cccnc2)C1 (stereo unspecified),36
Cc1cc(C(=O)CSc2nncs2)c(C)n1-c1ccc2c(c1)OCO2,-22
Cc1ccc(-c2c3c(=O)n(C)c(=O)n(C)c3cn2CCCN2CCOCC2)cc1,-11
O=C(O)COc1ccccc1C1C2C(=O)N(c3ccccc3)C(=O)C2ON1c1ccccc1 (stereo unspecified),-10
Cc1nnc(NC(=O)CCC(=O)NCc2ccco2)s1,-29
COCCCN1C(=O)C(=O)/C(=C(/O)c2ccc(OC(C)C)cc2)C1c1ccncc1 (stereo unspecified),0
Cc1nc(C)n(CC(O)COc2ccc3cc(Br)ccc3c2)n1 (stereo unspecified),-8
O=C(O)CC(NC(=O)c1ccccc1NC(=O)c1ccccc1)C(=O)O (stereo unspecified),6
O=C(Nc1ccon1)c1cccc(S(=O)(=O)N2CCCC2)c1,-3
O=C(CS(=O)(=O)c1cn(Cc2ccc(Cl)cc2)c2ccccc12)N1CCOCC1,-7
CCOc1ccc(NC(=O)C2CC(=O)N(CC)C(=Nc3ccc4c(c3)OCO4)S2)cc1 (stereo unspecified),-3
Cc1ccc(Nc2nc(N)nc(CSc3nccn3C)n2)c(C)c1,-18
CSCCC(NC(N)=O)C(=O)NCC1CCCCC1 (stereo unspecified),8
Cc1cc(C)cc(N(C(=O)CNC(=O)c2ccco2)C(C(=O)NC2CCCC2)c2cccnc2)c1 (stereo unspecified),-35
COC(=O)N1CCN(c2ccc(C(C)=O)cc2)CC1,4
O=C(Nc1ccccc1N1CCN(C(=O)c2ccccc2)CC1)c1cc2ccccc2o1,14
Cc1ccc(NC(=O)CCc2c(C)nc3ncnn3c2C)nc1,-36
C=CCN=c1sc(C(=O)OC)cc(=O)n1CC=C,2
CCOc1ccc(-c2nc(-c3ccc(OC)c(OC)c3)no2)cc1OCC,-12
O=C(CN(C(=O)Cn1nnc(-c2cccs2)n1)c1ccc2c(c1)OCCO2)NC1CCCCC1,0
Cc1ccc(C)c(N2CCN(C(=O)c3ccc(CS(=O)(=O)c4ccccc4C)o3)CC2)c1,-34
Cc1ccc2c(c1)cc(CN(CCc1ccccc1)C(=O)N1CCOCC1)c1nnnn12,-4
O=C(CC12CC3CC(CC(C3)C1)C2)N1CCOCC1,-15
CCCN(CCC)CCNc1c(N2CCN(C(=O)OCC)CC2)c(=O)c1=O,-22
COc1cc(OC)cc(C(=O)NC2CC3CCC(C2)N3Cc2ccco2)c1 (stereo unspecified),-9
CC(=O)Nc1cnn(Cc2ccc(Br)cc2)c1,-13
COc1ccc(CN2CC(C(=O)NCCCOC(C)C)CC2=O)cc1 (stereo unspecified),-11
CCCCn1nnc(NC(=O)c2ccco2)n1,2
CCNc1nc(NCC)nc(OCCOC(=O)c2ccccc2)n1,-5
c1csc(C(c2nnnn2C2CCCC2)N2CCOCC2)c1 (stereo unspecified),-3
COc1ccc(CCNc2ncnc3[nH]ncc23)cc1OC,-4
# Next section:
SMILES,GBA activity up
CCn1c(C(Cc2ccccc2)NC(=O)COC)nc2ccccc21 (stereo unspecified),-5
O=C(NCC(=O)N(CCN1CCOCC1)C(C(=O)NC1CCCC1)c1cccs1)c1ccco1 (stereo unspecified),-15
O=C(NC1CCCC1)c1cnc2n(c1=O)CCS2,-6
O=C(NCc1cccs1)c1ccc(N2CCCCC2)nc1,-44
Cn1c(SCC(=O)NC2CC2)nnc1-c1ccco1,-12
Cc1noc(C)c1S(=O)(=O)N1CCCC(C(=O)NCCc2ccccc2)C1 (stereo unspecified),-7
CCOc1ccccc1NC(=O)CN(C)S(=O)(=O)c1ccc(OC)c(C)c1,-19
O=C(O)c1ccc2c(c1)C(=O)N(C(Cc1ccc(O)cc1)C(=O)O)C2=O (stereo unspecified),-23
c1ccc(-n2c(SCC3CCCCO3)nnc2-c2cnccn2)cc1 (stereo unspecified),-2
Nc1nc(Nc2cccc(F)c2)nc2ccccc12,8
CC(C)(C)C1(c2ccccc2)NC(=O)N(CC(=O)N2CCOCC2)C1=O (stereo unspecified),-28
Cc1ccccc1Cn1c(=N)n(CC(O)c2ccco2)c2ccccc21 (stereo unspecified),50
Cc1cc(N2CCN(C(=O)c3ccco3)CC2)n2nc(C)c(-c3ccccc3)c2n1,-5
O=C(NCc1cccs1)c1nc2c(nnn2Cc2ccccc2Cl)c(=O)[nH]1,-56
Cc1ccc(OCCn2c(NC(=O)c3ccco3)nc3ccccc32)cc1,28
COC(=O)Nc1nnc(Cc2ccccc2)s1,0
Fc1ccc(-n2c(-c3ccco3)nc3nc4ccccc4nc32)cc1,48
O=S(=O)(Nc1ncnc2sc3c(c12)CCC3)c1ccc(Cl)s1,3
O=C(C1CC1)n1cc(C(=S)N2CCOCC2)c2ccccc21,-2
Cc1cc(/C=N/n2cnnc2)c(C)n1-c1ccc(OCc2ccccc2F)cc1,-6
Cc1ccc2c(C)nc(Nc3nc(CSc4nnnn4-c4ccccc4)cc(=O)[nH]3)nc2c1,-46
Cc1nn(C)cc1CNC(=O)c1cnn2c1NC(c1ccc(Br)cc1)CC2C(F)(F)F (stereo unspecified),2
Cc1cccc(-n2c(N)cc(=O)nc2SC(C)C(=O)NC2CCCCC2)c1 (stereo unspecified),6
CCN1CCN(Cc2ccc(NC(=O)Nc3cccs3)cc2)CC1,-25
Nc1c(C(=O)Nc2ccccc2)sc2nc(-c3ccco3)ccc12,-3
O=C(Cn1cnc2ccccc2c1=O)NCC(=O)N1CCN(Cc2ccc3c(c2)OCO3)CC1,-33
O=C(CCn1nnc2ccccc21)Nc1nnc(COc2ccc(F)cc2)s1,-16
CN(C)C(=O)c1cc(S(=O)(=O)N(C)C)c(Cl)cc1N1CCCC1,0
C#CCNc1nc(CC)nc2c1nnn2Cc1ccccc1F,-15
CCSC1=C(C#N)C(c2cccc(OC)c2)CC(=O)N1 (stereo unspecified),-7
CC1Cc2ccccc2N1S(=O)(=O)c1cccc(C(=O)NC2CC2)c1 (stereo unspecified),36
CS(=O)(=O)NCC(c1cccnc1)N1CCN(c2ccc(F)cc2)CC1 (stereo unspecified),28
C=CCNc1ncnc2c1cnn2-c1ccc(C)cc1C,2
CCOC(=O)C1CCN(C(=O)COC(=O)COc2ccccc2OC)CC1,-27
C=C(C)c1cccc(C(C)(C)NC(=O)N2CCCC(C(N)=O)C2)c1 (stereo unspecified),-36
O=C(Nc1ccc2c(c1)nc1n2CCSC1)c1ccccc1,-38
CSC1=C(C#N)C(c2ccccc2Cl)C2=C(CCCC2=O)N1 (stereo unspecified),30
O=C1CC(c2ccccc2)n2nc(NC(=O)C3CCCO3)nc2N1 (stereo unspecified),6
CSCCC(NC(=O)C1CCC(C)CC1)C(=O)NCc1ccco1 (stereo unspecified),9
O=C(CCSc1nc(-c2ccco2)cc(C(F)(F)F)n1)N1CCN(c2ccccn2)CC1,4
CCOc1ncccc1C(=O)Oc1ccc2c(c1)OCO2,-6
O=c1cc(CSc2ccccn2)[nH]c(=O)[nH]1,-4
COc1ccc(-n2c(C)cc(C(=O)COC(=O)Cn3cnc4ccccc43)c2C)cc1,-4
CCOC(=O)c1cccc(NC(=O)CNC(=O)C2CCCCC2)c1,-38
O=C(Nc1ccccc1)N(O)c1ccc(Cl)cc1,-18
O=C(O)c1ccc(NC(=O)C2C3CCC(C3)C2C(=O)O)cc1 (stereo unspecified),7
CCC1SC2=NCCN2C1(O)c1ccc(Cl)cc1 (stereo unspecified),-18
CC(C)(C)Sc1nc(O)cc(=O)[nH]1,-33
O=C(c1cc2c(s1)CCCC2)N1CCN(Cc2ccc3c(c2)OCO3)CC1,-4
Cc1ccccc1Cc1c(C)nc2c(C(=O)N3CCN(Cc4ccc5c(c4)OCO5)CC3)cnn2c1C,-2
O=C(Cn1cnc2c(oc3ccccc32)c1=O)NCc1ccco1,-47
Cc1nnc(SCCn2c(N3CCN(C)CC3)nc3c2c(=O)n(C)c(=O)n3C)s1,7
N=C1C(c2nc3ccccc3s2)=C(O)CN1CCCO,-10
CC(=O)Nc1nnc(Cc2ccccc2)s1,1
CCOC(=O)c1ccc(S(=O)(=O)Nc2ccccc2-c2nnn(CC)n2)cc1,-6
CCCCCNC(=O)CCn1c(=O)oc2ccccc21,-35
CCCS(=O)(=O)N1CCC(C(=O)NCc2ccco2)CC1,-14
CCOc1ccccc1C1N(c2ccc(F)cc2)C(=O)C2CCCN21 (stereo unspecified),-9
COc1ccc(OC)c(S(=O)(=O)N2CCC(C(=O)N3CCc4ccccc4C3)CC2)c1,2
COCc1nnc(NC(=O)c2ccc(S(=O)(=O)N(C)C3CCCCC3)cc2)o1,79*
# Later entries.
SMILES,GBA activity up
CCCCOc1ccc(-c2nnn(C(C)(C)C(=O)OC)n2)cc1,-9
CCCc1nc2ccccc2c(=O)n1NC(=O)c1c(O)c2cccc3c2n(c1=O)CCC3,-13
O=C(CCn1nnc(-c2cccs2)n1)N1CCc2ccccc2C1,-20
O=C(Nc1ccc2c(c1)CCC2)C1CCCN(c2ncccn2)C1 (stereo unspecified),-30
Cc1ccc(Cn2nc(C)c(NC(=O)c3noc4c3CCCCC4)c2C)cc1,-18
CC(NC(=O)c1cc(-c2cccs2)on1)c1ccccc1 (stereo unspecified),-19
CCC(C)NC(=O)c1ccccc1NC(=O)C(C)N(c1ccccc1)S(C)(=O)=O (stereo unspecified),-21
Cc1cc(C)n(C2=NS(=O)(=O)c3ccccc32)n1,-16
CC(C)C(c1nnnn1Cc1cccs1)N1CCN(C2CCCC2)CC1 (stereo unspecified),-58
CCN1C(=O)CC(C(=O)O)SC1=Nc1ccc(OC)cc1 (stereo unspecified),-1
COCCn1c(=NC(=O)CSCC(=O)NC2CCCCC2)sc2cc(OC)ccc21,-14
Cc1ccc(CNC(=O)CCc2c(C)nc3ncnn3c2C)cc1,-15

# An excerpt; rates above refer to the full screens.
